Source: PubChem (several laboratories)
PPARg SRC-2 ag – agonists of PPARg-SRC-2 recruitment, primary screen, biochemical, HTS; 200,000 tested, 0.34% active; Peroxisome proliferator-activated receptor gamma (Homo sapiens), P37231; AID 1032, 2008; activation, % at 8 µM; PPARgamma LBD-SRC-2 recruitment; in the data active = activation above about 22%;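 also: 0% = vehicle and 100% = reference agonist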
Target sequence (P37231 whole entry, looked up, the tested form may be a part): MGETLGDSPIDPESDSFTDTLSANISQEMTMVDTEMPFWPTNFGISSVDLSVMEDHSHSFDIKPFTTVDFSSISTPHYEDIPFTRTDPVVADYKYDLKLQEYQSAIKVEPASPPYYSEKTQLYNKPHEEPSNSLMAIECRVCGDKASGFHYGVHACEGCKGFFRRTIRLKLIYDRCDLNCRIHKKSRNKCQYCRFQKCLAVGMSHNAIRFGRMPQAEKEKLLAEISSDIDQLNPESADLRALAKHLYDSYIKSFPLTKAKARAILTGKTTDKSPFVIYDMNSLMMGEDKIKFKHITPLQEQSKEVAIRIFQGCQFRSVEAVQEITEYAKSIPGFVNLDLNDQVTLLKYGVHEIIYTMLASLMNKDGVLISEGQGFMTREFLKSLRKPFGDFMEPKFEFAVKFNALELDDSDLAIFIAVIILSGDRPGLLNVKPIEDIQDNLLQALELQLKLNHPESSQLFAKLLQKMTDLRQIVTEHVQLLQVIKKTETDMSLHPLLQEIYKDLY
bIAP inhibitor – bovine intestinal alkaline phosphatase inhibitors, primary screen, selectivity assay for TNAP inhibitor project, biochemical, bovine IAP, CDP-star luminescence; alkaline phosphatase, intestinal [Bos taurus]; purified bovine IAP, 30 min; inhibition, % at 20 µM; 190,000 tested, under 10 active;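 active = over 50% inhibition of intestinal alkaline phosphatase at 20 µM in the single-dose screen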
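Incubation: 30 min reaction at room temperature / Material: purified bovine intestinal alkaline phosphatase (IAP) enzyme / Input: enzyme at 1/65,000,000 dilution / Dosing: 20 µM single dose / Signal: CDP-star luminescence signal / Reagent: CDP-star chemiluminescent phosphatase substrate, 30 µM final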
TNAP inh noacc – human TNAP enzyme inhibitors, primary screen, biochemical, luminescent, no phosphate acceptor, uHTS | purified TNAP, CDP-star luminescence, 30 min | 200,000 tested, 0.26% active | inhibition, % at 20 µM | AID 1012, 2008 | Alkaline phosphatase, tissue-nonspecific isozyme (Homo sapiens), P05186;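 active = tissue-nonspecific alkaline phosphatase inhibition above about 50% at 20 µM in the single-dose screen, limit read from the data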;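 also: 0% = DMSO negative control and 100% = EDTA positive control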
Target sequence (P05186 whole entry, looked up): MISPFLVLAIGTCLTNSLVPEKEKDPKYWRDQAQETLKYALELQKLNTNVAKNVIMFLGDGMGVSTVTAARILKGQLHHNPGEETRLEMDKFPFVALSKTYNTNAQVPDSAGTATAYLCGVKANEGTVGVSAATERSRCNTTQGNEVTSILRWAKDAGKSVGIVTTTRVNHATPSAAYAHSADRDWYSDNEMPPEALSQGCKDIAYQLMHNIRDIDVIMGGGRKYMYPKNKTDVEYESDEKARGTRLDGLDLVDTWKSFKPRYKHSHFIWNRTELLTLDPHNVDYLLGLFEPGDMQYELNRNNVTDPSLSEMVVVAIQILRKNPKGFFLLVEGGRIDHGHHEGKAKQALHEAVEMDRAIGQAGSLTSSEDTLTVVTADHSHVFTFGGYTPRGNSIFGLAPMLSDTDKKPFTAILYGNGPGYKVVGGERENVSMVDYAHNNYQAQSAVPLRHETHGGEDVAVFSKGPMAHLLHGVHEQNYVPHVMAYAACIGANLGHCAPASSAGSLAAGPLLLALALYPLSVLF
bIAP activator – bovine intestinal alkaline phosphatase activators, primary screen, biochemical, bovine IAP, CDP-star luminescence. purified bovine IAP, 30 min; hits give high values; fold of DMSO-control signal, blank-subtracted. 200,000 tested, 0.17% active. alkaline phosphatase, intestinal [Bos taurus]. activation factor at 20 µM;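 active = activation factor of 2 or more at 20 µM, a signal rise over negative controls twice the positive control's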
TNAP inh hi DEA – human TNAP enzyme inhibitors, primary screen, biochemical, luminescent, high phosphate acceptor level, uHTS; Alkaline phosphatase, tissue-nonspecific isozyme (Homo sapiens), P05186; purified TNAP, CDP-star luminescence, 1 M DEA; inhibition, % at 20 µM; 200,000 tested, 0.03% active; AID 1135, 2008;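 active = over 50% inhibition of tissue-nonspecific alkaline phosphatase at 20 µM in the single-dose screen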;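 also: plate controls were DMSO wells for no effect and EDTA-quenched wells as full inhibition for full effect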
TNAP act hi DEA – TNAP activators at high phosphate acceptor level, primary screen, biochemical, luminescence, uHTS; Alkaline phosphatase, tissue-nonspecific isozyme (Homo sapiens), P05186; purified TNAP, CDP-star luminescence, 1 M DEA, 30 min; hits give high values; 0 = EDTA background, 1 = DMSO-only activity; activation factor at 20 µM; 200,000 tested, under 10 active; AID 1136, 2008;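 active = activation factor at least 2 at 20 µM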
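Control set: EDTA negative control, DMSO positive control / Assay system: human TNAP / Quantity: TNAP 1/800 final / Evaluation: TNAP activation factor scaled between EDTA and DMSO control wells / Measured by: luminescent substrate turnover signal / Compound dosing: one dose, 20 µM / Times: 30 min enzyme reaction at room temperature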
TR-FRET SRC-2 ct – TR-FRET signal artefacts, primary screen, artefact control for PPARgamma SRC-2 agonist project, biochemical | TR-FRET artefact counter-screen; hits give high values | TR-FRET ratio at 8 µM | 200,000 tested, 0.4% active; in the data active = TR-FRET ratio above about 2000; also: inactives centre near 1500
PPARg SRC-1 ag – PPARgamma agonists recruiting SRC-1 coactivator, primary screen, biochemical; AID 631, 2007; activation, % at 8 µM; Peroxisome proliferator-activated receptor gamma (Homo sapiens), P37231; PPARgamma-SRC-1 coactivator recruitment biochemical assay; 200,000 tested, 0.41% active; in the data active = activation above about 19%;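 also: 0% = DMSO and 100% = reference agonist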
PPARg SRC3 recr – PPARgamma agonists recruiting SRC-3 coactivator, primary screen, biochemical; biochemical PPARgamma/SRC-3 coactivator recruitment assay; 200,000 tested, 0.26% active; activation, % at 8 µM; Peroxisome proliferator-activated receptor gamma (Homo sapiens), P37231; in the data active = activation above about 23%;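 also: 0% = DMSO and 100% = reference agonist; some compounds past the cut are filed as inactive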
Efa HMGR inh – inhibitors of E. faecalis class II HMGR, primary screen, biochemical, Enterococcus faecalis; HMG-CoA reductase (Enterococcus faecalis, mvaE); purified E. faecalis HMGR, NADPH absorbance 340 nm kinetic; inhibition, % at 10 µM; 190,000 tested, 0.41% active;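 active = inhibition above a set limit, the median over all tested compounds plus 3 SD, cut at about 9.5% in these data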;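 also: enzyme runs in reverse so mevalonate oxidation gives rising NADPH absorbance; 0% = complete reaction with DMSO and 100% = background rate lacking mevalonate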
* = called active by the depositor; . = not tested or not shown. Random draw from the library, and some 1.6% of all compounds hit somewhere here.

SMILES	PPARg SRC-2 ag	bIAP inhibitor	TNAP inh noacc	bIAP activator	TNAP inh hi DEA	TNAP act hi DEA	TR-FRET SRC-2 ct	PPARg SRC-1 ag	PPARg SRC3 recr	Efa HMGR inh
COc1ccccc1N1CCc2c(C)nc3c(OC)cccc3c21	-1	1	4	1	-1	1	1612	7	3	-1
COc1cccc(C(=O)N/N=C(/CCC(=O)O)c2ccccc2)c1	2	6	-12	0.9	2	1	1536	2	-2	4
Cc1nn(Cc2ccc([N+](=O)[O-])cc2)c(=O)n1N(C)c1ncc(C(F)(F)F)cc1Cl	19	11	-7	0.9	-4	1	1725	4	6	3
Cc1cccc(OCC(=O)Nc2ccc(S(=O)(=O)Nc3cc(C)nc(C)n3)cc2)c1	-4	0	-7	1	-2	1	1520	-8	-2	-7
CCCCC(=O)NC(=S)NNC(=O)c1ccc(OC)cc1	5	-94	-70	1.9	-7	1.1	1924	2	1	6
O=C(COC(=O)c1cccs1)NC12CC3CC(CC(C3)C1)C2	4	6	-10	0.9	-9	1.1	1732	7	0	-2
C=C(C)C1CC=C(C)/C(=N/NC(=O)CNc2ccc(C)cc2C)C1 (stereo not drawn)	6	2	-6	1	-4	1	1527	2	1	0
COc1ccccc1-c1nn2c(C(F)(F)F)nnc2s1	-7	3	-9	1	-4	1	1427	-2	1	-3
CC1=C(c2ccc(C)cc2)S(=O)(=O)N(CC(=O)O)C1=O	14	1	-2	1	1	1	1746	4	-2	-2
C=C1CC(C(=O)N/N=C/c2ccccc2)C1	-2	0	-7	1	-3	1	1510	-6	-2	-5
CCCCn1c(CN2CCN(c3ccc(F)cc3)CC2)nc2c1c(=O)n(C)c(=O)n2C	1	9	-6	0.9	1	1	1483	-5	-6	2
Cc1ccc(S(=O)(=O)C2(C(=O)N3CCCC(C)C3)CC2)cc1 (stereo not drawn)	6	5	-14	0.9	-4	1	1576	6	-7	-4
Cc1ccc(C(=O)Cn2ncsc2=N)cc1	2	-4	-5	1	1	1	1474	-5	0	-1
CCN(CC)c1ccc(C=N/C(C#N)=C(\N)C#N)cc1	0	15	-8	0.8	10	0.9	1597	8	-2	-1
CCN1C(=O)c2ccccc2S(=O)(=O)c2ccc(C(=O)N3CCOCC3)cc21	3	0	-8	1	-5	1	1583	-8	3	-2
COc1ccc(C2N(c3ccc(Cl)cc3)C(=O)C3CCCN32)cc1 (stereo not drawn)	0	-10	20	1.1	-1	1	1607	-6	-7	-10
O=C(O)CSC(C(=O)Nc1ccc(Br)cc1)c1ccccc1 (stereo not drawn)	-1	13	-6	0.9	-2	1	1559	11	1	1
Fc1ccc(NCc2ccccc2F)cc1Cl	0	14	-13	0.9	-4	1	1456	2	2	-2
COc1cc(OC)cc(C(=O)Nc2cccnc2)c1	-3	-6	-4	1.1	-6	1.1	1476	-5	6	-7
Cc1ccc(C)c(OCC(=O)N/N=C/c2c(C)nn(-c3ccccc3)c2Cl)c1	4	9	-6	0.9	-5	1.1	1793	12	9	2
CCOc1ccccc1Oc1c(C)oc2cc(OC(=O)N3CCOCC3)ccc2c1=O	3	-3	-12	1	-6	1.1	1574	-2	-9	-7
O=C(CC12CC3CC(CC(C3)C1)C2)NC(=S)NCc1ccccc1	4	25	-8	0.7	-2	1	1571	1	0	0
O=C(O)CC1=C(O)C(=O)N(c2ccccc2)C1c1ccc(Br)cc1 (stereo not drawn)	5	10	0	0.9	2	1	1649	-5	2	-4
CC1Cc2ccccc2N1C(=S)NC(=O)c1cccc(Br)c1 (stereo not drawn)	13	5	-34	1	-2	1	1580	6	-3	1
CC(C)(C)c1nc2scc(-c3ccc(Br)cc3)c2c(=O)o1	2	6	-7	0.9	2	1	1660	0	2	-2
COc1ccccc1C(=O)NNC(=O)C(=O)NCc1ccccc1	-5	-22	-33	1.2	-5	1.1	1504	0	3	-9
C=CCSc1nnc(CSc2nc3sc4c(c3c(=O)[nH]2)CCCC4)n1-c1ccccc1	-2	-4	-4	1	-2	1	1329	0	4	-7
COc1ccc([N+](=O)[O-])cc1NC(=O)Cc1ccccc1Cl	1	15	-2	0.9	-2	1	1728	3	1	-2
O=C(CN1CCCc2ccccc21)NC(=O)NCc1ccco1	3	4	5	1	3	1	1610	5	7	0
Cn1c(=O)cc(OCC(=O)N2CCCc3ccccc32)c2ccccc21	4	4	-11	1	-3	1	1610	0	-3	5
COc1ccc(N(C(=O)c2cccnc2)S(=O)(=O)c2ccc3c(c2)n(C)c(=O)n3C)cc1	-4	0	-2	1	-1	1	1310	-5	-4	0
CSCCC(NC(N)=O)C(=O)Nc1cccc(C#N)c1 (stereo not drawn)	-2	7	-3	0.9	-3	1	1368	-9	0	-8
CCC(C)NC(=O)Cn1cnc2sc(C)c(S(=O)(=O)N3CCN(c4ncccn4)CC3)c2c1=O (stereo not drawn)	-2	-8	-9	1.1	-2	1	1737	4	-3	-2
O=C(/C=C/Nc1cccc([N+](=O)[O-])c1)c1ccco1	12	.	.	.	.	.	1745	-2	1	.
Cc1cc(C)n2c3c(c(C#N)c2n1)CCCC3	1	10	-12	0.9	-3	1	1574	3	3	-3
NC(=O)C1CCN(C(=O)CCSc2ccccc2)CC1	2	4	-5	1	1	1	1432	-3	4	1
CCOC(=O)c1csc(NC(=O)CSc2nnc(C3CC3)n2C)n1	13	4	-12	1	-5	1.1	1598	-3	4	-4
CCCCN(CC)CCCNC(=O)c1cc2cc3ccc(OC)cc3nc2o1	3	-4	0	1	-7	1.1	1548	2	0	0
O=C1NCCN(Cc2cccc(Oc3ccccc3)c2)C1CC(=O)N1CCCCO1 (stereo not drawn)	8	4	-9	1	-5	1	1538	8	-3	-6
CCNC(=S)N/N=C/c1ccc(OCc2ccc(C(=O)OC)cc2)cc1	-4	4	-10	1	6	0.9	1596	0	0	2
O=C(Nc1cccc(Cl)c1)Nc1nnc(-c2ccncc2)s1	-5	24	-5	0.8	-7	1.1	1525	5	-1	-5
CCOc1cc2[nH]c(=O)n(Cc3ccccc3)c(=O)c2cc1OCC	5	7	-11	0.9	-3	1	1642	0	14	-3
Cc1ccc(O)c(-c2cc(C(F)(F)C(F)F)nc(-c3ccccc3)n2)c1	4	1	-13	1	-4	1	1491	-1	-5	0
Cn1c(SCc2nc3ccccc3[nH]2)nnc1-c1cnccn1	-2	-12	-9	1.1	-7	1.1	1389	-8	-3	-4
S=C(Nc1cccnc1)NC1CCCCCCC1	8	42	-10	0.6	-4	1	1663	1	3	-2
CCOC(=O)C1=C(O)C(=O)NC(c2ccccc2)=C(OC2CCCCC2)C1	6	11	9	0.9	-3	1	1367	1	-3	0
COc1ccc(N(Cc2cc3ccc(C)cc3[nH]c2=O)C(C)=O)cc1	-6	6	-11	0.9	-6	1.1	1531	4	2	-9
COc1ccc(C(=O)C(C)N(C(=O)c2ccc(Cl)cc2Cl)N2C(=O)C3C4C=CC(C4)C3C2=O)cc1 (stereo not drawn)	11	6	-6	0.9	-4	1	1614	0	8	-2
Cn1ncc2c(N3CCOCC3)ncnc21	0	8	-14	0.9	-9	1.1	1443	1	3	4
Cc1ccc(CCN2C(=O)CCC2(C)C(=O)NCc2cccnc2)cc1 (stereo not drawn)	6	10	-14	0.9	-8	1.1	1499	0	2	-3
O=C(CCCCCCC(=O)c1ccccc1)c1ccccc1	3	-1	-8	1	-8	1.1	1551	5	0	-1
CC(C)OCCCNC(=O)Cc1ccc(Br)cc1	-6	0	-7	1	1	1	1601	-2	1	1
CCOc1ccc(-c2nnc3ccc(SCC(=O)Nc4cc(C)on4)nn23)cc1	2	2	-3	1	-5	1.1	1478	-9	6	2
CCOC(=O)C1CCN(CCC(=O)Nc2ccccc2)CC1	-1	6	-12	0.9	-4	1	1538	8	2	-7
O=C(CN(C(=O)c1ccc2c(c1)OCCO2)c1ccccc1)NCC1CCCO1 (stereo not drawn)	11	6	-7	0.9	-2	1	1628	-2	-1	0
CN(C)C(=O)CSc1nnc([C@H](Cc2c[nH]c3ccccc23)NC(=O)OC(C)(C)C)o1	.	-8	2	1.1	-4	1	.	.	.	-2
COc1cnn(Cc2ccccc2)c(=O)c1SCc1ccccc1	6	4	-8	1	0	1	1453	10	6	-2
CCOC(=O)c1ccc(CNC(=O)c2n[nH]c(=O)c3ccccc23)o1	3	7	-8	0.9	-6	1.1	1546	0	-7	-2
CCOC(=O)c1[nH]nc(N)c1NC(=O)c1ccc(Cl)cc1Cl	9	16	2	0.8	4	1	1505	3	1	-2
O=C(Cn1cccc1)NCc1cccs1	3	0	-16	1	-2	1	1676	4	13	-2

An excerpt of these results, comma-delimited:
Structure,PPARg SRC-2 ag,bIAP inhibitor,TNAP inh noacc,bIAP activator,TNAP inh hi DEA,TNAP act hi DEA,TR-FRET SRC-2 ct,PPARg SRC-1 ag,PPARg SRC3 recr,Efa HMGR inh
S=C(Nc1cccnc1)NC1CCCCCCC1,8,42,-10,0.6,-4,1,1663,1,3,-2
COc1ccc(N(Cc2cc3ccc(C)cc3[nH]c2=O)C(C)=O)cc1,-6,6,-11,0.9,-6,1.1,1531,4,2,-9

Next structures
SMILES	PPARg SRC-2 ag	bIAP inhibitor	TNAP inh noacc	bIAP activator	TNAP inh hi DEA	TNAP act hi DEA	TR-FRET SRC-2 ct	PPARg SRC-1 ag	PPARg SRC3 recr	Efa HMGR inh
CCC(C(=O)Nc1cc(C(=O)Nc2cc(C)ccn2)ccc1Cl)c1ccccc1 (stereo not drawn)	0	27	-10	0.7	-5	1	1574	7	-2	0
COCc1cc(Sc2ccc(Cl)cc2Cl)nc(-c2ccccc2)n1	3	10	-8	0.9	-4	1	1446	-8	-4	-1
COCCCn1c(SCc2cccc(C(F)(F)F)c2)nc2cc(OC)c(OC)cc2c1=N	-1	-8	-7	1.1	-5	1	1597	-4	-3	-11
O=C(c1ccco1)N1CCN(C(=O)C2(S(=O)(=O)c3ccc(Cl)cc3)CC2)CC1	9	-1	-8	1	-1	1	1639	0	10	0
COC(=O)c1ccc(NC(=O)C23CC4CC(C2)CC(n2cnc(Cl)n2)(C4)C3)cc1	-11	16	-8	0.8	-6	1.1	1440	-8	-3	-2
COc1ccc(C2C(C#N)=C(N)Oc3c2c(-c2ccccc2)nn3-c2ccccc2)c(OC)c1OC (stereo not drawn)	10	-1	-13	1	-2	1	1474	2	2	5
CN(C)C(=O)CSc1nc(-c2ccccc2)c(-c2ccccc2)o1	-2	9	-9	0.9	-10	1.1	1426	3	-4	-2
